TRPN1 ag: zebrafish TRPN1 channel agonists, primary screen, cell-based, HEK293, calcium fluorescence; HEK293 zebrafish TRPN1-YFP, Fluo-8 calcium fluorescence; 100% = response to 87 µM carbachol; activation, % at 3 µM; 0.18% of 220,000 active;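 active = activation above its plate's cutoff, the mean activation of test wells on that plate plus 3 SD, cut at about 19% in these data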;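 also: 0% = DMSO alone and 100% = 87 µM carbachol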
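Assay system: Zebrafish TRPN1-YFP in HEK293 cells | Incubation: Dye loading 1 h at 37 °C, then 30 min room temperature | Measured by: Kinetic Fluo-8 fluorescence, ex 470-495, em 515-575 nm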
TRPML3 ag: human TRPML3 channel agonists, primary screen, cell-based, HEK293 TRPML3-YFP, Fluo-8 calcium fluorescence, 3 µM; 100% = the carbachol control signal; Mucolipin-3 (Homo sapiens), Q8TDD5; 0.29% of 220,000 active; activation, % at 3 µM;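 active = activation above its plate's cutoff, the mean activation of the plate's test wells plus 3 SD, cut at about 12% in these data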;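 also: 0% = DMSO only wells and 100% = carbachol wells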
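system = HEK293 cells stably carrying human TRPML3-YFP | doses = one concentration, 3 µM nominal, 0.3% DMSO | timing = dye loading 1 h 37 °C then 30 min ambient, 125 s read | detection = Fluo-8 calcium dye fluorescence, ex 470-495, em 515-575 nm | benchmarks = high control carbachol 87 µM, low control DMSO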
NPY-Y1 antag: NPY-Y1 receptor antagonists, primary screen, cell-based. HEK293-CNG Y1 cells, membrane potential fluorescence; NPY at EC95, then isoproterenol. AID 1040, 2008. 1% of 200,000 active. Neuropeptide Y receptor type 1 (Homo sapiens), P25929. inhibition, % at 3.6 µM;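 active = inhibition above the campaign mean inhibition of all tested compounds plus 3 SD, cut at about 20% in these data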;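 also: 0% = DMSO wells given NPY plus isoproterenol and 100% = isoproterenol alone without NPY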
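Material: HEK293 cells co-expressing NPY Y1 receptor and cyclic-nucleotide gated channel. Timing: compound incubation 1 h at room temperature, readout 45 min post-stimulation. Signal: fluorescence, membrane potential probe.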
S1P4 antag: S1P4 receptor antagonists, primary screen, cell-based. Sphingosine 1-phosphate receptor 4 (Homo sapiens), O95977. S1P4-expressing cells, antagonist mode, reporter read-out. inhibition, % at 4.98 µM. 0.26% of 220,000 active; in the data active = inhibition above about 29%;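 also: 0% = wells stimulated with agonist and 100% = vehicle wells without agonist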
Target sequence (O95977 whole entry, looked up): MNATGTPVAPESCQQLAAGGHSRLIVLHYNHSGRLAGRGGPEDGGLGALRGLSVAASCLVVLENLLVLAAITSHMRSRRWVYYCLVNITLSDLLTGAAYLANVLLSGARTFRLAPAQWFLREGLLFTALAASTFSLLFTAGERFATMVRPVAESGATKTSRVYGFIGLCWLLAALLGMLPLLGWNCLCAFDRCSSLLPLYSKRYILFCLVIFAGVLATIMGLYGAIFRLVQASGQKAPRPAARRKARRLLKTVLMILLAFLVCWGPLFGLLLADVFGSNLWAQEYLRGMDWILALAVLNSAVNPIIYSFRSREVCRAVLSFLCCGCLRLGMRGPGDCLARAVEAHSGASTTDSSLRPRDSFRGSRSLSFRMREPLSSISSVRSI
CHOP inh: inhibitors of CHOP promoter induction, primary screen, cell-based, unfolded protein response, luciferase reporter. inhibition, % at 10 µM. CHO-K1 CHOP-promoter luciferase, tunicamycin-induced, 15-18 h. 3.8% of 220,000 active. AID 2732, 2010;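 active = compounds that reduced the stress-induced luciferase reporter signal by more than about 70% of percent inhibition, limit read from the data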;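 also: 0% = tunicamycin plus vehicle and 100% = wells without tunicamycin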
NPY-Y2 PAM-ag: NPY-Y2 potentiators or agonists, primary screen, cell-based; Neuropeptide Y receptor type 2 (Homo sapiens), P49146; cells expressing NPY-Y2, potentiator/agonist read-out; activation, % at 3.6 µM; 0.45% of 220,000 active; AID 1359, 2008; in the data active = activation above about 27%;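 also: cells stimulated with NPY near EC25 plus isoproterenol at EC100; 0% = vehicle plus submaximal agonist and 100% = vehicle plus saturating agonist; some results beyond the cut were filed as inactive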
NPY-Y1 PAM-ag: NPY-Y1 receptor potentiators or agonists, primary screen, cell-based; NPY-Y1 expressing cells, potentiator/agonist activation; activation, % at 3.6 µM; 0.37% of 220,000 active; in the data active = activation above about 33%, passing the limit was not always enough;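 also: cells stimulated with NPY at EC10 then isoproterenol at EC100; 0% = low agonist plus stimulus and 100% = saturating agonist plus stimulus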
S1P4 agonist: S1P4 receptor agonists, primary screen, cell-based. 0.35% of 220,000 active. Sphingosine 1-phosphate receptor 4 (Homo sapiens), O95977. AID 1509, 2009. activation, % at 4.98 µM. S1P4-expressing cell line, agonist reporter assay; in the data active = activation above about 11%;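 also: 0% = DMSO vehicle and 100% = reference agonist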
EP2 modulator: EP2 receptor modulators, cAMP readout, primary screen, cell-based, HTRF cAMP, PGE2 stimulation; Prostaglandin E2 receptor EP2 subtype (Homo sapiens), P43116; EP2-expressing cells, cAMP HTRF FRET, PGE2 co-stimulation; induction, % at 25 µM; 0.83% of 260,000 active;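 active = compounds whose cAMP rise, as percent of the full-agonist control response, exceeds 60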;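 also: rat C6 glioma line stably carrying human EP2 under a CMV promoter; the protocol text gives 20 µM as final concentration; 100% = response of wells given 1 µM PGE2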
Target sequence (P43116 whole entry, looked up): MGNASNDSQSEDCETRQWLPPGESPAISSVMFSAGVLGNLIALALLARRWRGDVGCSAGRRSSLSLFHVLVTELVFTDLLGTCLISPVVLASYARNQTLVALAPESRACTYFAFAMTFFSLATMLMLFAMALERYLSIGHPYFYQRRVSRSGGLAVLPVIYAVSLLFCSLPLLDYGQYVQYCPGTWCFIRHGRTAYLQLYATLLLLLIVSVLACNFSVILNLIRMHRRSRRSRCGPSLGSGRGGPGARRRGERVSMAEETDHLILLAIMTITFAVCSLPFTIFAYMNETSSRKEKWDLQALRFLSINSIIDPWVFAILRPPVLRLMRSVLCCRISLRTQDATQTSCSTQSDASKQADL
Numbers without * were called inactive; · = not tested or not shown; & = joins results of further samples. The order is random; about 6.5% have a hit in one of these screens.

SMILES | TRPN1 ag | TRPML3 ag | NPY-Y1 antag | S1P4 antag | CHOP inh | NPY-Y2 PAM-ag | NPY-Y1 PAM-ag | S1P4 agonist | EP2 modulator
N/C(=N\OC(=O)COc1ccc([N+](=O)[O-])cc1)c1ccncc1 | 3.3 | 1.0 | 5 | -7 | -13 | -2 | -4 | 2.5 | 11
O=C1[C@@H]2[C@H]3CC[C@H](C3)[C@@H]2C(=O)N1O | -0.1 | 0.5 | · | -15 | 31 | 2 | -4 | 0.0 | 28
O=C(NNC(=O)C1CC1c1ccccc1)c1ccccc1F (configuration not stated) | -0.1 | 0.7 | -2 | -10 | -5 | -6 | -8 | -0.1 | -5
CSCCC(N=C(NS(=O)(=O)c1ccc(Br)cc1)c1ccccc1)C(=O)O (configuration not stated) | 0.0 | 0.3 | 0 | 7 | -5 | -4 | -1 | 2.3 | 24
COc1cc(NC(=O)COc2ccc(-n3cnnn3)cc2)c(OC)cc1Cl | 0.7 | 0.0 | 3 | 15 | 61 | 3 | -11 | -1.2 | 11
Cc1cccc(C(=O)NCC2CCCO2)c1 (configuration not stated) | -0.3 | 0.9 | -3 | -12 | -11 | 12 | -7 | 0.6 | 15
CCn1nnnc1-c1ccc(OC)c(S(=O)(=O)Nc2ccc(OC)cc2)c1 | 0.0 | 1.0 | -7 | -18 | 34 | -12 | -3 | 1.7 | -33
CC(=O)c1ccc(NC(=O)N2CCCC(C(=O)c3ccc4c(c3)OCO4)C2)cc1 (configuration not stated) | 4.1 | 3.9 | 0 | -22 | 9 | 5 | 24 | 2.2 | -36
CNCc1c(C)nn(-c2ccccc2)c1C | 1.9 | 0.5 | 2 | -4 | 2 | 7 | 0 | 34* | -14
CCC1(CC)Cc2ccccc2C(C2=C(O)CC(C)(C)CC2=O)=N1 | 0.1 | 0.6 | 8 | -7 | -15 | 6 | 20 | -0.7 | 17
Clc1ccc(CSc2ccc(-c3ccccn3)nn2)cc1 | -0.7 | 0.6 | -2 | 2 | 32 | 12 | -25 | 1.1 | 6
CCCCn1c(-c2csc3c2CCC(C)C3)n[nH]c1=S (configuration not stated) | -1.6 | -1.3 | 5 | -24 | 84* | -4 | -3 | -2.1 | 41
COc1ccccc1CNC(=O)COC(=O)Cn1cnc2ccccc21 | 1.4 | 0.8 | -2 | -23 | 3 | 2 | -3 | 1.4 | 22
COc1ccc(NC(=O)NN(C(=O)c2ccccc2)C(C)(C)C)cc1 | -0.3 | 0.7 | -5 | -15 | 19 | 2 | -8 | 0.5 | 3
COc1ccc(CCN2C(=O)C3C4CC(C5C(C(=O)N/N=C\c6ccc(Cl)cc6)=NOC45)C3C2=O)cc1OC (configuration not stated) | -1.7 | -0.3 | 6 | -4 | 30 | 9 | 12 | -0.8 | 6
O=C(NN=C1c2ccccc2-c2ccccc21)c1ccccc1Br | -1.3 | -1.2 | 7 | -13 | 6 | -18 | -19 | 0.8 | -18
CC(C)(C)C(=O)NC1CCN(C(=O)N2CCCC2)CC1 | 1.7 | 0.8 | 1 | -8 | 25 | 6 | 3 | 1.9 | -13
Cn1c(SCC(=O)Nc2ccc3cn[nH]c3c2)nnc1-c1cnccn1 | 0.1 | 0.6 | -6 | -12 | 17 | 9 | 12 | -0.1 | -3
Fc1cccc(F)c1/C=N/N1CCOCC1 | 0.2 | 1.1 | -4 | -10 | -13 | -6 | -3 | 1.3 | -7
Cc1c(Nc2scc(-c3ccccc3)[n+]2-c2ccccc2)c(=O)n(-c2ccccc2)n1C | -1.3 | -0.2 | 5 | -8 | 43 | 12 | 22 | -0.6 | 17
COc1ccccc1N(CC(O)CN(c1ccccc1)S(C)(=O)=O)S(=O)(=O)c1ccccc1 (configuration not stated) | 0.1 | 0.4 | 2 | 4 | 4 | 5 | -7 | 0.4 | 27
O=C(CCCC(=O)OCC(=O)NC1CCCC1)Nc1ccccn1 | 1.0 | -0.2 | -1 | -24 | -12 | 5 | 10 | 0.5 | 5
Cc1cc(N2CCN(C(c3ccccc3)c3ccc(Cl)cc3)CC2)n2ncnc2n1 (configuration not stated) | -1.5 | -0.7 | 3 | -2 | 33 | 13 | -10 | -0.6 | 45
COc1ccc(OC)c2[nH]c(=O)c(CCNC(=O)c3ccc(S(=O)(=O)N4CCCC4)cc3)cc12 | 0.2 | -0.8 | -1 | 19 | -1 | -3 | 15 | 0.4 | 15
Cc1cc(SCc2cc(=O)[nH]c3ccccc23)nc2ccccc12 | -0.7 | -0.1 | 1 | 2 | 39 | -29 | -26 | -2.1 | 58&46

10 of the compounds above, with tabs:
mol	TRPN1 ag	TRPML3 ag	NPY-Y1 antag	S1P4 antag	CHOP inh	NPY-Y2 PAM-ag	NPY-Y1 PAM-ag	S1P4 agonist	EP2 modulator
N/C(=N\OC(=O)COc1ccc([N+](=O)[O-])cc1)c1ccncc1	3.3	1.0	5	-7	-13	-2	-4	2.5	11
O=C1[C@@H]2[C@H]3CC[C@H](C3)[C@@H]2C(=O)N1O	-0.1	0.5	·	-15	31	2	-4	0.0	28
O=C(NNC(=O)C1CC1c1ccccc1)c1ccccc1F (configuration not stated)	-0.1	0.7	-2	-10	-5	-6	-8	-0.1	-5
CSCCC(N=C(NS(=O)(=O)c1ccc(Br)cc1)c1ccccc1)C(=O)O (configuration not stated)	0.0	0.3	0	7	-5	-4	-1	2.3	24
COc1cc(NC(=O)COc2ccc(-n3cnnn3)cc2)c(OC)cc1Cl	0.7	0.0	3	15	61	3	-11	-1.2	11
Cc1cccc(C(=O)NCC2CCCO2)c1 (configuration not stated)	-0.3	0.9	-3	-12	-11	12	-7	0.6	15
CCn1nnnc1-c1ccc(OC)c(S(=O)(=O)Nc2ccc(OC)cc2)c1	0.0	1.0	-7	-18	34	-12	-3	1.7	-33
CC(=O)c1ccc(NC(=O)N2CCCC(C(=O)c3ccc4c(c3)OCO4)C2)cc1 (configuration not stated)	4.1	3.9	0	-22	9	5	24	2.2	-36
CNCc1c(C)nn(-c2ccccc2)c1C	1.9	0.5	2	-4	2	7	0	34*	-14
CCC1(CC)Cc2ccccc2C(C2=C(O)CC(C)(C)CC2=O)=N1	0.1	0.6	8	-7	-15	6	20	-0.7	17

(list continues)
SMILES | TRPN1 ag | TRPML3 ag | NPY-Y1 antag | S1P4 antag | CHOP inh | NPY-Y2 PAM-ag | NPY-Y1 PAM-ag | S1P4 agonist | EP2 modulator
O=C(NNC1=Nc2ccccc2SC1)c1ccc(F)cc1 | -0.4 | -0.3 | · | -3 | -33 | 2 | -21 | 0.7 | -27
O=C(Oc1ccc(/C=N/Nc2nc(N3CCCCC3)nc(N3CCCCC3)n2)cc1)c1ccco1 | 0.5 | 0.7 | -2 | -1 | 8 | -3 | 15 | 1.4 | -7
N#Cc1cn(-c2ccccc2)nc1C(=O)c1ccccc1 | 1.6 | 0.0 | -5 | 18 | 60 | -11 | -16 | 0.8 | 62*
Cc1cc(=S)nc(-c2ccccn2)[nH]1 | 2.2 | 0.0 | · | -7 | -23 | -8 | -9 | -1.7 | 36
COc1ccc(N2CCN(C(c3nnnn3C3CCCC3)C(C)C)CC2)cc1 (configuration not stated) | 2.7 | 1.5 | 4 | -16 | 23 | -11 | 10 | -0.3 | 28
CCN(CC)C(=O)N1CCN(S(=O)(=O)c2c(C)cc(C)cc2C)CC1 | 3.9 | 1.7 | 8 | -6 | -5 | -9 | -9 | -1.0 | -58
O=C(CSc1nnc(-c2cccnc2)o1)Nc1ccc(Cl)cc1 | -1.2 | 0.1 | -2 | -2 | 1 | 2 | 2 | -2.5 | -2&-27
Cc1cc(C)c2c(=O)n(CC(=O)NCCCN3CCOCC3)sc2n1 | -2.3 | 0.3 | 1 | -18 | -19 | 9 | 6 | -1.6 | -4
COC(=O)c1ccc[n+](CC(=O)Nc2ccc(OC(F)F)cc2)c1 | 1.5 | 1.1 | 0 | 5 | -3 | -4 | 15 | 1.2 | -4
CCOC(=O)/C(=C/c1cn(C)c2ccccc12)NC(=O)c1ccccc1 | -0.3 | -0.4 | · | -14 | -10 | 2 | 13 | -1.9 | -20
Cc1cccc(/C=N\NC(=O)c2ccccc2-n2cccc2)c1 | -2.7 | -1.0 | -2 | 8 | 0 | -7 | -6 | 0.3 | -14
O=C(CSc1nnc(-c2ccc(F)cc2)o1)Nc1ccc(S(=O)(=O)N2CCCC2)cc1 | 0.5 | 0.6 | -3 | -6 | 4 | 19 | 4 | -1.0 | -14&-69
O=C(Nc1csnn1)c1csnn1 | 1.7 | 1.3 | · | -6 | 19 | 3 | 2 | 1.1 | -5
COc1ccc(C(=O)Nc2nc(-c3ccc(S(=O)(=O)N4CCOCC4)cc3)cs2)cc1 | 2.9 | 1.9 | 0 | -15 | 51 | -12 | 18 | -2.1 | -24
Cc1cccc(-c2nsc(SCC(=O)Nc3ccc4c(c3)OCO4)n2)c1 | 0.0 | -0.1 | 14 | 2 | 21 | 2 | -35 | -0.3 | -1
Cc1cccc(OCc2nnc(SC(C)C(=O)O)n2Cc2ccccc2)c1 (configuration not stated) | -1.6 | 1.0 | 2 | 1 | -4 | 2 | -7 | 0.0 | 35
Nc1nnc(SCn2nnc3ccccc3c2=O)s1 | -0.1 | 0.8 | -3 | -4 | -18 | 2 | 21 | 0.3 | 17
CC(C)=NOc1nc(N(C)C)nc(N(C)C)n1 | 3.6 | 0.2 | -2 | -12 | -43 | 12 | -7 | -2.7 | -11
Cn1c(Sc2ccc(C(F)(F)F)cc2[N+](=O)[O-])nnc1-c1ccccc1 | -1.2 | 0.8 | 0 | 0 | -22 | -4 | -10 | 0.1 | -16
NNC(=O)/C(=C\c1cccs1)NC(=O)c1ccccc1 | -0.2 | 1.0 | 0 | -5 | -14 | -1 | -10 | 0.5 | 32
C/C(=N\NC(=S)NCCc1ccccc1)c1cccs1 | -1.4 | -0.1 | 6 | -10 | 52 | -21 | -49 | -1.7 | 20
CCCCN(C)C(=O)C1CCC(=O)N(c2cc(OC)c(OC)c(OC)c2)C1c1ccc(OC)cc1 (configuration not stated) | -0.8 | -0.3 | -2 | 8 | -11 | 2 | 8 | -0.7 | 5
